Screening data (PubChem BioAssay)
PAFAH1B3 FP inh = inhibitors of human PAFAH1B3; actives 0.28% (n = 340,000); inhibition, % at 3.39 µM; AID 492972; recombinant PAFAH1B3, FP-rhodamine probe, fluorescence polarization;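 active = inhibition above the screen-wide average of all tested compounds plus 3 SD, cut at about 25% in these data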;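 also: 0% = enzyme with DMSO only and 100% = wells lacking PAFAH1B3 protein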
Target sequence (Q15102 whole entry, looked up): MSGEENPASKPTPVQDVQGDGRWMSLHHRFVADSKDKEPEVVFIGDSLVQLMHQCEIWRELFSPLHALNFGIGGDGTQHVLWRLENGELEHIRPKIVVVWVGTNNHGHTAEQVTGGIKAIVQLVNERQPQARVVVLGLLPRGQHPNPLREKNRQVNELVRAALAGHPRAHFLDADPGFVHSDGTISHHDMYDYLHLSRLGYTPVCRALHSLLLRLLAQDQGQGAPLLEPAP
LYPLA2 counter = blocks human lysophospholipase 2, a PME1 counter-screen; O95372; recombinant LYPLA2, FP-Rh probe fluorescence polarization; inhibition, % at 5.9 µM; actives 0.38% (n = 320,000);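 active = inhibition above the screen-wide mean plus 3 SD, limit set per campaign, cut at about 26% in these data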;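 also: 0% = LYPLA2 with DMSO and 100% = wells lacking LYPLA2 enzyme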
PAFAH1B2 FP inh = blocks human PAF acetylhydrolase 1b catalytic subunit 2; AID 492953; recombinant PAFAH1B2, FP-rhodamine activity probe, fluorescence polarization; inhibition, % at 3.39 µM; actives 1.2% (n = 340,000); P68402;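 active = inhibition above the mean of all tested compounds plus 3 SD, cut at about 24% in these data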;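 also: 0% = enzyme with DMSO and 100% = wells lacking PAFAH1B2; many of its hits are not listed in these tables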
Target sequence (P68402 whole entry, looked up): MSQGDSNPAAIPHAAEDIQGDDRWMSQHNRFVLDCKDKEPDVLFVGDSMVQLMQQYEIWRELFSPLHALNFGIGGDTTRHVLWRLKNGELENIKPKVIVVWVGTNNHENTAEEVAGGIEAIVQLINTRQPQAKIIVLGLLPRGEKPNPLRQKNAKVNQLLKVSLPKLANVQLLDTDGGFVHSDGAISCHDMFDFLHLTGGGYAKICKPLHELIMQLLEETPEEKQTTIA
PAFAH2 inh = inhibitors of human PAFAH2 | actives 0.99% (n = 340,000) | recombinant PAFAH2, FP-rhodamine activity probe, fluorescence polarization | inhibition, % at 3.39 µM | Q99487;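 active = inhibition above the mean over all tested compounds plus 3 SD, cut at about 30% in these data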;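 also: inhibitors block probe labeling of enzyme so polarization drops; 0% = enzyme with DMSO and 100% = wells lacking PAFAH2 protein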
GSTO1 counter = counter-screen for RBBP9 inhibitors: inhibitors of human GSTO1 | P78417 | recombinant GSTO1, activity-based probe fluorescence polarization | inhibition, % at 5.96 µM | actives 1.1% (n = 300,000);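 active = inhibition above the campaign mean inhibition plus 3 SD, cut at about 35% in these data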;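 also: 0% = GSTO1-1 with DMSO and 100% = wells lacking GSTO1-1 enzyme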
Target sequence (P78417 whole entry, looked up): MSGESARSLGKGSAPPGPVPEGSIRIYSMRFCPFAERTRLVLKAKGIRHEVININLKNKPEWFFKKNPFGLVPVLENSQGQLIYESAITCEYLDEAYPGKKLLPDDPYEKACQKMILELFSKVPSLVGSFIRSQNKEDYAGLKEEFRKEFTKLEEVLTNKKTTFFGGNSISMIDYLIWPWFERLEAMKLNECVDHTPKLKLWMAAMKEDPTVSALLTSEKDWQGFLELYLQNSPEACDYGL
PAD4 inh = PAD4 (human) enzyme inhibition; Q9UM07; recombinant PAD4, RCA probe fluorescence polarization; inhibition, % at 6.36 µM; actives 0.41% (n = 330,000); AID 485272;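 active = percent inhibition above a cutoff equal to the mean of all tested compounds plus 3 SD, cut at about 15% in these data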;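 also: 0% = PAD4 with RCA probe and DMSO and 100% = probe without PAD4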
PREPL inh = human PREPL enzyme inhibition; recombinant PREPL, fluorescence polarization activity-based probe; AID 2751; actives 0.68% (n = 320,000); inhibition, % at 5.96 µM; Q4J6C6; in the data active = inhibition above about 43%;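 also: 0% = enzyme with DMSO and 100% = wells lacking enzyme; many of its hits are not listed in these tables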
LYPLA1 counter = counter-screen for PME1 inhibitors: inhibitors of human LYPLA1; inhibition, % at 5.9 µM; O75608; actives 0.16% (n = 320,000); AID 2174; recombinant LYPLA1, FP-Rh probe fluorescence polarization;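 active = inhibition above the mean of all tested compounds plus 3 SD, set per campaign, cut at about 14% in these data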;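 also: inhibitors block serine hydrolase probe labeling of LYPLA1 so polarization falls; 0% = enzyme with DMSO and 100% = wells lacking LYPLA1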
Target sequence (O75608 whole entry, looked up): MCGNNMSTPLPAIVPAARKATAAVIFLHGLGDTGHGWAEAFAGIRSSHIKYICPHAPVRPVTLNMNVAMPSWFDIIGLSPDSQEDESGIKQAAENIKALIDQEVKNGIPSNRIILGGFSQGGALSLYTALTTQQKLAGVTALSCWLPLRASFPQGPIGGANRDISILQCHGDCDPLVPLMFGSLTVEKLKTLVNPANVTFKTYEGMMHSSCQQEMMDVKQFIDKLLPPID
pPAFAH FP inh = inhibitors of human plasma PAF acetylhydrolase (pPAFAH). Q13093. actives 1.5% (n = 330,000). inhibition, % at 3.39 µM. recombinant pPAFAH, FP-rhodamine probe fluorescence polarization;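 active = inhibition above the mean inhibition across the screen plus 3 SD, cut at about 25% in these data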;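 also: inhibitors block binding of the rhodamine activity-based probe so polarization drops; 0% = enzyme with DMSO and 100% = wells lacking pPAFAH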
Numbers without * were called inactive; . = not tested or not shown. The list is partial; rates above refer to the full screens.

SMILES	PAFAH1B3 FP inh	LYPLA2 counter	PAFAH1B2 FP inh	PAFAH2 inh	GSTO1 counter	PAD4 inh	PREPL inh	LYPLA1 counter	pPAFAH FP inh
Cc1sc(-c2ccccn2)nc1OC(=O)c1cccc(Cl)c1Cl	-3	4	-1	-1	2	-1	-13	-1	4
CC(C)(C)c1nc2c(s1)CCc1onc(-c3ccc(Br)cc3)c1-2	3	0	-4	8	1	-2	20	-5	-1
O=C(Nc1cc(=O)[nH]c(=O)[nH]1)c1cc(Cl)ccc1Cl	2	9	6	1	-2	0	-2	2	-2
CC(C)(C)c1ccccc1NC(=S)NCc1ccccc1	7	-1	4	5	1	-2	-14	3	-5
Cc1cc(Br)c2nc3c(c(C(=O)O)c2c1)CCCCC3	-5	3	-5	-4	1	-3	2	4	-1
CCCCNC(=O)N1CCCN(c2ccc(C#N)cn2)CC1	4	-4	6	-1	-6	-2	3	0	0
S=C(NCCN1CCOCC1)Nc1ccc(-c2nc3ccccc3[nH]2)cc1	4	-8	5	3	-9	-5	7	-3	-7
O=C(CSc1nnc(CNC(=O)c2ccc(F)cc2)o1)NCC1CCCO1 (stereo unspecified)	-1	1	1	-5	7	-6	4	0	-3
Cc1ccc(-c2nnc(SCC(=O)N/N=C/c3ccc(C)s3)n2-c2ccccc2)cc1	-1	7	0	-5	-2	-2	4	6	3
Nc1nc(SCC(=O)NCCO)nc2sc3c(c12)CCCC3	-1	-6	4	3	2	-4	8	-2	-5
CCn1c(=O)c(C(=O)NCCNCCO)c(O)c2ccccc21	4	3	4	1	6	-5	10	-3	6
Cc1ccccc1/C=C/C(=O)NCC(=O)N1CCC(N(C)C2CCCCC2C)CC1 (stereo unspecified)	-7	4	1	6	-2	-2	22	1	3
Cn1nc(C(=O)NC2CCCCC2)c2c1-c1ccccc1S(=O)(=O)C2	7	0	4	-2	-4	-3	10	-2	1
CCOC(=O)N1CCN(S(=O)(=O)c2cccc3nsnc23)CC1	0	-1	-1	-9	-1	-2	7	-3	2
CC(C)[C@H](NS(=O)(=O)c1ccccc1)C(=O)OCC(=O)NC(=O)c1cccn1C	-2	0	8	3	-9	3	4	-2	-3
COc1cc(S(=O)(=O)NC2CCCCC2)c(C)cc1C	6	0	7	4	-9	-3	9	1	2
Cc1ccc(C(=O)NC(=S)NNC(=O)c2ccccc2)cc1	4	-1	5	1	9	-3	6	0	6
COc1ccc(Br)cc1/C=C/C(=O)OCC(=O)NCCc1ccc(S(N)(=O)=O)cc1	6	.	1	5	.	6	12	.	9
COc1ccc(S(=O)(=O)N2CCC(C(=O)Nc3ccc(S(=O)(=O)N4CCCC4)cc3)CC2)cc1OC	4	-4	-1	-3	-4	-3	-6	1	1
C=CCOC(=O)C1=C[C@@H](c2csc3ccccc23)C[C@@H](OCCCCO)O1	-4	-3	0	-2	4	-3	19	1	21
COc1ccc(N2CCN(C(=O)Cc3cccs3)CC2)cc1	7	-5	-1	5	-1	1	14	1	4
O=C1NC2(CCCCCC2)C(=O)N1Cc1ccc(Br)cc1	6	3	1	-3	0	-2	1	1	1
COc1ccc(CCn2c(N3CCN(Cc4ccccc4)CC3)nc3c2c(=O)[nH]c(=O)n3C)cc1	1	-4	5	-4	1	7	21	0	-5
C#Cc1ccc([C@@H]2C=C(C(=O)NC3CC3)O[C@H](OCCCCO)C2)cc1	10	-6	2	-5	7	-4	2	0	9
CN1CCC(N(C)C(=O)c2cccc(S(=O)(=O)N3CCc4ccccc43)c2)CC1	6	.	6	-2	.	2	3	.	2
CCCCn1c(SCC(=O)NC(C)CC)nc2ccc(N3CCOCC3)cc2c1=O (stereo unspecified)	1	3	3	4	17	2	12	1	9
Cn1c(N)c(C(=O)COC(=O)c2ccnc3ccccc23)c(=O)n(C)c1=O	2	3	6	-9	-6	-4	16	4	4
Cc1ccc(NC(=O)C(=O)NCCN2CCN(C(=S)Nc3ccccc3)CC2)cc1	2	0	6	-5	0	-8	-5	0	1
Cc1cc(=O)[nH]c(NN=C(CC(C)C)CC(C)C)n1	-3	-5	3	1	5	-2	8	-7	-1
C=CCn1nc2ccccc2c1OC	0	1	0	2	6	7	3	2	1
O=C(Nc1nc(COc2ccccc2)cs1)c1ccccc1F	11	-2	-3	-2	3	0	-8	-4	1
O=C(CC(Cc1ccccc1)C(=O)O)Nc1ccc(Cl)c(Cl)c1 (stereo unspecified)	1	-4	14	6	-2	1	-2	-3	2
CCOc1ccc(NC(=O)C2CCCN(S(=O)(=O)c3c(C)n[nH]c3C)C2)cc1 (stereo unspecified)	4	1	2	5	0	1	2	0	0
CS(=O)(=O)N1CCc2cc(C(=O)Nc3ccccc3)ccc21	1	1	2	-6	-3	2	-7	-5	3
CCCOc1ccccc1NC(=O)c1ccc(N)cc1	0	4	-3	-5	2	-3	6	2	2
COc1ccc([C@H]2CC(=O)C=C(c3cccc(Cl)c3O)C2)cc1OC	9	2	3	1	.	-13	2	-2	1
O=C(NCCc1c[nH]c2ccccc12)C1CCN(S(=O)(=O)c2ccc(F)cc2)CC1	12	3	10	-3	7	-3	-6	-2	2
Cc1cc(C)c(OCCOCCN2CCNCC2)c(C)c1	12	-5	9	-13	4	2	-7	-1	-4
CCc1ccc(CN(C)C(=O)c2cc(COc3cccc4cnccc34)on2)cc1	-2	12	5	5	-12	-1	-29	5	4
COc1ccc(-n2ncc(C(=O)N3CCN(c4ccc(F)cc4)CC3)c2C)cc1	.	-3	.	.	-1	0	4	-1	-3
CCc1ccc(NC(=O)c2ccc3c(c2)C(=O)N(Cc2ccco2)C3=O)cc1	-5	-4	7	-9	0	-3	2	-5	12
Cc1ccc(NC(=O)CSc2nc3c(c(=O)[nH]2)CCC3)c(C)c1	2	-2	-1	-3	-11	3	6	0	1
CCc1ccc(NC2=NCC(=O)N2c2ccc3c(c2)OCCO3)cc1	1	0	5	-6	0	2	-3	0	-3
CCOC(=O)c1oc2cc(O)ccc2c(=O)c1-c1ccc(OC)cc1	0	1	1	6	-1	-2	-7	4	1
Cc1nonc1NC(=O)CSc1nc(C23CC4CC(CC(C4)C2)C3)nc2ccccc12	-9	-9	-7	-24	-1	0	6	-3	-5
O=c1oc(CCCO)cc2ccc(Br)cc12	5	.	-3	4	.	2	19	.	-3
Cc1ccc(Cn2c(Sc3nccc(C)n3)nc3c2c(=O)[nH]c(=O)n3C)cc1	2	7	3	0	3	-1	-8	0	5
COc1cccc(NC(=O)c2cnsn2)c1	1	1	-2	-8	-8	-2	0	0	5
O=C(NCc1ccccc1)c1onc(CSc2ccc(Cl)cc2)c1C(=O)NCC1CC1	-3	-12	8	-1	-14	-6	-10	-9	4
C/C=C/c1ccc(OCCCCOc2c(OC)cccc2OC)c(OC)c1	0	7	4	5	-3	-4	10	5	7
COc1ccc(CC2NCCC3=CC(=O)CCC32)cc1O (stereo unspecified)	2	6	1	-3	5	6	9	-1	7
CSc1ccccc1OCc1cc(C(=O)N2CCC[C@H]2C(N)=O)no1	3	-4	6	2	5	-4	-3	-5	5
C=CCn1c(CCC)nc2ccccc21	7	0	3	3	6	-3	-3	2	5
CCN(CC)C(=O)COc1coc(CN2CCN(c3ccccc3F)CC2)cc1=O	10	1	3	6	8	0	8	-1	6
O=C(NCc1cccnc1)c1cccc(S(=O)(=O)N2CCCCC2)c1	1	10	0	0	8	-3	1	2	3
Cc1ccccc1NC(=O)NCC1CCN(C(=O)OC(C)(C)C)CC1	-1	2	-4	-7	4	-4	10	-1	5
CCOc1cc(-c2cc(-c3ccccc3)nc(N)c2C#N)ccc1O	-4	-4	-1	2	-9	-3	12	-7	5
Cc1nc(N2CCN(c3ccccc3)CC2)[nH]c(=O)c1Cc1cccc2ccccc12	.	-1	.	.	-1	-5	1	1	-3
COc1cccc2cc(C(=O)N3CCN(C(=O)c4ccccc4)CC3)c(=O)oc12	8	-1	-2	-1	2	-3	11	3	-3
COc1cc(NC(=O)c2ccccc2Cl)c2ncccc2c1	10	-1	3	-9	1	1	4	-3	4

Arranged by number of heavy atoms (rising): part of the list above.
SMILES	PAFAH1B3 FP inh	LYPLA2 counter	PAFAH1B2 FP inh	PAFAH2 inh	GSTO1 counter	PAD4 inh	PREPL inh	LYPLA1 counter	pPAFAH FP inh
C=CCn1c(CCC)nc2ccccc21	7	0	3	3	6	-3	-3	2	5
O=c1oc(CCCO)cc2ccc(Br)cc12	5	.	-3	4	.	2	19	.	-3
COc1ccc(CC2NCCC3=CC(=O)CCC32)cc1O (stereo unspecified)	2	6	1	-3	5	6	9	-1	7
COc1cc(NC(=O)c2ccccc2Cl)c2ncccc2c1	10	-1	3	-9	1	1	4	-3	4
Cc1ccc(NC(=O)CSc2nc3c(c(=O)[nH]2)CCC3)c(C)c1	2	-2	-1	-3	-11	3	6	0	1
CCOC(=O)c1oc2cc(O)ccc2c(=O)c1-c1ccc(OC)cc1	0	1	1	6	-1	-2	-7	4	1
C/C=C/c1ccc(OCCCCOc2c(OC)cccc2OC)c(OC)c1	0	7	4	5	-3	-4	10	5	7
Cc1ccc(Cn2c(Sc3nccc(C)n3)nc3c2c(=O)[nH]c(=O)n3C)cc1	2	7	3	0	3	-1	-8	0	5
COc1cccc2cc(C(=O)N3CCN(C(=O)c4ccccc4)CC3)c(=O)oc12	8	-1	-2	-1	2	-3	11	3	-3
CCN(CC)C(=O)COc1coc(CN2CCN(c3ccccc3F)CC2)cc1=O	10	1	3	6	8	0	8	-1	6
Cc1nc(N2CCN(c3ccccc3)CC2)[nH]c(=O)c1Cc1cccc2ccccc12	.	-1	.	.	-1	-5	1	1	-3

(next part)
SMILES	PAFAH1B3 FP inh	LYPLA2 counter	PAFAH1B2 FP inh	PAFAH2 inh	GSTO1 counter	PAD4 inh	PREPL inh	LYPLA1 counter	pPAFAH FP inh
Cc1ccccc1NC(=O)N1CCCN(c2ccc(C#N)cn2)CC1	7	5	-5	-4	-1	-6	3	0	2
CCOc1ccccc1N1CCN(C(=O)c2ccc3[nH]c(C)c(C)c3c2)CC1	10	-4	5	-2	4	-3	2	14*	6
Cc1cccc(NC(=O)c2cnn(C)c2)c1C	1	-1	12	5	-2	-1	13	-1	3
Cc1ccc[n+](Cc2ccc([N+](=O)[O-])cc2)c1	9	0	1	2	-3	-2	3	-2	2
Cn1ccnc1SCc1cn2cc(Br)ccc2n1	5	5	0	-2	-6	1	10	5	2
NC(=O)c1ccc(NCc2ccco2)c([N+](=O)[O-])c1	-4	-3	4	4	-10	0	17	-6	-4
